UBC13 inh: blocks human UBC13 polyubiquitin chain formation; 330,000 compounds, 0.47% hits; TR-FRET; inhibition, % at 20 µM; P61088; in the data active means inhibition above about 45%, passing the limit was not always enough
Target sequence (P61088 whole entry, looked up): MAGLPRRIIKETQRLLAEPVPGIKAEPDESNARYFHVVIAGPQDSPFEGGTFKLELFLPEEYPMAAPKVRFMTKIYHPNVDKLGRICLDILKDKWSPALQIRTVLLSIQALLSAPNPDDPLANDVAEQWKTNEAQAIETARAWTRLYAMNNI
APJ antag: blocks the human apelin receptor APJ; CHO-K1 APJ beta-arrestin complementation, luminescence; inhibition, % at 20 µM; P35414; AID 2521; 330,000 compounds, 0.32% hits;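 active means inhibition above about 40% at 20 µM, limit read from the data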;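 further: cells challenged with 10 nM apelin-13 agonist together with compound; plate controls were apelin-13 plus DMSO wells for no effect and DMSO wells lacking apelin-13 for full effect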
Target sequence (P35414 whole entry, looked up): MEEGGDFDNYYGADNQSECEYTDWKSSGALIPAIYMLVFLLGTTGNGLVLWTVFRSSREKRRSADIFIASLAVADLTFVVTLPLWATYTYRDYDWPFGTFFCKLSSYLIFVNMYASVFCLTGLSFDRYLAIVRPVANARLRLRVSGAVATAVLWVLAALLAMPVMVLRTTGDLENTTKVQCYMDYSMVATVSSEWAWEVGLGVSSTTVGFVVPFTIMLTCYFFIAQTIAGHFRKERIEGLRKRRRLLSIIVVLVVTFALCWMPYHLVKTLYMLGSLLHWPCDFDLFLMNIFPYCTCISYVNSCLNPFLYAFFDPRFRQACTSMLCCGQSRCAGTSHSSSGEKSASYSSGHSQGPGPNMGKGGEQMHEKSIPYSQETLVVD
EBI2 antag: EBI2 (human) antagonism; inhibition, % at 5 µM; 360,000 compounds, 0.81% hits; EBI2 beta-arrestin recruitment, luminescence, 7a,25-OHC stimulated; in the data active means inhibition above about 38%;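 further: enzyme fragment complementation signal reports receptor beta-arrestin coupling in cells; 0% = agonist plus DMSO wells and 100% = wells without agonist; some results beyond the cut were filed as inactive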
Target sequence (P32249 whole entry, looked up, the tested form may be a part): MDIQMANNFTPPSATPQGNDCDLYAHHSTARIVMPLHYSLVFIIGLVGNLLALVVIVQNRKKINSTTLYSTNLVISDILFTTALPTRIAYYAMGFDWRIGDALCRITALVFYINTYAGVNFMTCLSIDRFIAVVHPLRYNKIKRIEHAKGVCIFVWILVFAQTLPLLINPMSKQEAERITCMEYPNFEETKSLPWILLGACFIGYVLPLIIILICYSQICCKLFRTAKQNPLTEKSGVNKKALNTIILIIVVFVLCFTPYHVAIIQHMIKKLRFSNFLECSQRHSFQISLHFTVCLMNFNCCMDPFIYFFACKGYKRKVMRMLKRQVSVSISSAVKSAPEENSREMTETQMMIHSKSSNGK
CCR6 antag: blocks CCL20-driven beta-arrestin recruitment at human CCR6; P51684; CHO-K1 CCR6 PathHunter beta-arrestin, luminescence, CCL20-stimulated; inhibition, % at 20 µM; 340,000 compounds, 0.49% hits; AID 493098;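 active means compounds whose inhibition of the agonist-driven luminescence signal at 20 µM reaches about 50%, limit read from the data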;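 further: cells stimulated with CCL20 at 14 nM final; plate controls were DMSO with CCL20 for no effect and DMSO without agonist for full effect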
CXCR6 block: inhibitors of human CXCR6 receptor | O00574 | CHO-K1 PathHunter CXCR6 beta-arrestin, luminescence | inhibition, % at 20 µM | 360,000 compounds, 0.36% hits | AID 602244; in the data active means inhibition above about 34%, passing the limit was not always enough;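 further: antagonist mode with CXCL16 agonist at 10 nM final; 0% = 10 nM CXCL16 with DMSO and 100% = unstimulated wells without agonist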
697 NFkB inh: lowers PMA/ionomycin-induced NF-kB signal in 697 B cells. inhibition, % at 4 µM. 697 B-cell NF-kB luciferase reporter, 16 h. AID 435022. 330,000 compounds, 0.33% hits; in the data active means inhibition above about 35%
Jurkat NFkB inh: inhibitors of the PMA/ionomycin-induced NF-kB reporter in Jurkat cells; PMA/ionomycin-induced NF-kB luciferase reporter, luminescence; inhibition, % at 4 µM; 330,000 compounds, 0.53% hits; AID 435003; in the data active means inhibition above about 50%
Gli-Sufu antag: antagonists of Gli-Sufu signaling; 340,000 compounds, 0.74% hits; inhibition, % at 5 µM; Sufu-KO-LIGHT fibroblasts, Gli luciferase reporter luminescence;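 active means inhibition above about 55%, limit read from the data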;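 further: 0% = DMSO-treated cells and 100% = wells with medium but no cells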
An asterisk follows results filed as active; x = not tested or not shown.

SMILES,UBC13 inh,APJ antag,EBI2 antag,CCR6 antag,CXCR6 block,697 NFkB inh,Jurkat NFkB inh,Gli-Sufu antag
CCN(CC)CC(O)CN1c2ccccc2Sc2ccccc21 (centres undefined),0,4,4,9,1,-20,0,14
C(=C\CSc1ncn[nH]1)/CSc1ncn[nH]1,-1,6,2,6,1,-2,6,3
O=C(CNC(=O)c1ccccc1F)NCc1ccncc1,8,8,-11,-1,2,5,5,-1
COc1cc(CCC(=O)OCC(=O)Nc2ccc(F)cc2F)cc(OC)c1OC,0,1,1,10,-7,-14,-7,18
COc1ccccc1CN(C)C(=O)c1ccc(COc2ccccc2)cc1,4,-3,22,11,5,22,-10,6
CCCn1c(=O)[nH]c(=O)c2c1nc(-c1ccc(OC(F)F)c(OC)c1)n2CCOC,-8,-35,5,-16,-5,-29,-17,6
O=C(NCCc1ccccc1)C1CCN(S(=O)(=O)c2ccc(-c3nn[nH]n3)cc2)CC1,-5,-3,7,-7,-4,-26,-11,10
CCOc1ccc(/C=C/C(=O)c2ccccc2)cc1OC,5,-7,-1,22,0,-2,-31,-1
COc1ccccc1N1CCN(S(=O)(=O)CCNC(=O)c2ccccc2Br)CC1,-9,10,2,-5,-6,-16,10,3
COc1ccccc1/C=N/NC(=O)c1nnn(-c2nonc2N)c1-c1ccccc1,2,2,-7,-20,2,13,27,6
Cc1ccc(C(C)C)c(OC(=O)/C=C/c2ccccc2)c1,9,6,3,11,-4,14,2,3
CN1CCN(C(=O)CSc2nnc(COc3ccccc3)o2)CC1,2,-8,-6,17,1,15,2,3
COCCn1c(SCC(=O)c2c(N)n(C3CC3)c(=O)[nH]c2=O)nc2ccccc21,4,13,-1,8,-2,8,2,-2
CCc1ccc2nc3sc(C(=O)N4CCc5ccccc54)c(N)c3cc2c1,-22,19,x,x,x,-12,3,x
O=C(CSCC(=O)NC1CC1)Nc1ccccc1,3,1,3,1,-1,3,-4,-3
COc1cc(CN(C)c2ccc(S(=O)(=O)N3CCCC3)cn2)ccc1OC(F)F,8,6,7,20,-8,21,6,6
O=Nc1c(O)n(Cc2ccc(Cl)cc2Cl)c2ccccc12,1,21,-12,15,17,-12,7,0
O=C(COc1ccc(Cl)cc1Cl)N1CCCCCC1,3,-7,8,9,3,-12,-14,-21
Cc1ccc(NC(=O)COC(=O)C(CC(C)C)N2C(=O)C3CC=CCC3C2=O)c(C)c1 (centres undefined),5,-1,-5,3,0,4,8,5
COc1ccccc1NC(=O)C(=N\O)/C(C)=N/O,-13,1,-18,1,0,-23,-4,1
CSc1ccccc1C(=O)NCc1cccnc1,-6,-12,-3,-2,2,-10,-12,-8
Cc1noc(C)c1CSCC(=O)N1CCN(c2ccc([N+](=O)[O-])cc2)CC1,-1,3,-2,18,1,-9,9,7
Cc1cc(C)c(S(=O)(=O)c2ccc(F)cc2C)c(Cl)n1,7,-3,10,10,4,-11,-1,-4
CN(C)S(=O)(=O)c1cccc(C(=O)NC2CCSc3ccccc32)c1 (centres undefined),-8,0,6,-5,-1,-12,-21,-2
CC(Sc1nc(N)cc(N)n1)C(=O)NCCC1=CCCCC1 (centres undefined),-6,8,-4,9,2,-14,8,3

Further structures:
SMILES,UBC13 inh,APJ antag,EBI2 antag,CCR6 antag,CXCR6 block,697 NFkB inh,Jurkat NFkB inh,Gli-Sufu antag
O=C(COC(=O)C1(c2ccccc2F)CCCC1)NCc1cccs1,2,-3,16,10,-1,0,12,3
CCCCOc1ccc(C2C3CN(C(=O)OCC)CC=C3C(C#N)=C(N)C2(C#N)C#N)cc1OC (centres undefined),-5,15,22,6,11,-15,-2,8
O=[N+]([O-])c1cc(S(=O)(=O)NC2=NCCCCC2)ccc1Cl,-12,-17,-2,-9,3,13,-2,-7
COc1ccc(CC(C(=O)Nc2ccc(OC)cc2)c2nn[nH]n2)cc1 (centres undefined),-8,-3,4,-6,6,6,-7,1
COc1ccc(Cl)cc1NC(=O)CN(C)C(=O)c1ccc(-n2cncn2)cc1,20,3,0,11,5,-1,1,1
COc1ccc(S(=O)(=O)Nc2cccc(F)c2C)cc1C(=O)N1CCOCC1,2,-2,0,3,-5,-2,3,-6
COc1ccc(S(=O)(=O)N2CCCCC2)cc1NC(=O)c1cc([N+](=O)[O-])ccc1N1CCOCC1,-18,-48,16,9,8,13,26,-9
CCOC(=O)c1cn(CC)c2c(ccc3ccccc32)c1=O,0,-3,11,5,-10,-36,-32,14
Fc1ccc2[nH]c3c(NCc4ccccc4)ncnc3c2c1,18,-24,11,6,12,22,9,60*
COc1ccccc1CNC(=O)c1ccoc1C,-7,0,6,19,-13,8,1,-2
Cn1c(=O)c2c(nc(CN3CCc4ccccc4C3)n2Cc2cccc(Cl)c2)n(C)c1=O,-3,23,7,14,7,11,11,16
Cc1ccc(-c2csc(NC(=O)c3ccc4c(=O)n5c(nc4c3)CCCCC5)n2)cc1,-10,6,21,17,3,-28,2,11
COc1ccc(CCNC(=S)NC(=O)c2ccc(Br)cc2)cc1OC,8,-2,-14,-1,-8,15,-7,2
COc1ccc(OC)c(S(=O)(=O)NCC(=O)NC2CCCc3ccccc32)c1 (centres undefined),1,11,3,11,14,12,11,-3
CN(CC(=O)Nc1ccc(Cl)c(C(F)(F)F)c1)C(=O)Cc1c[nH]c2ccccc12,3,-16,1,9,-2,-18,-1,-3
COc1ccc(CC(=O)N2CCN(c3ccccc3F)CC2)cc1OC,4,-6,8,21,-4,-18,-7,8
Cc1ccc(SCC(=O)OCn2nnc3ccccc3c2=O)cc1C,6,27,-6,5,-9,-7,-2,3
CC(C)(C)NC(=S)NCC1CC1,1,-6,-9,2,-9,8,19,8
CCn1c(Cc2c(C)[nH]c3ccccc23)nnc1SCC(=O)NCc1ccccc1,-5,-5,11,-3,4,-31,-5,-3
CCOC(=O)N1CCN(CC(O)COc2ccc(OC)cc2C(C)(C)C)CC1 (centres undefined),7,23,-4,1,-5,13,-3,28
N#Cc1nc(COc2ccc(Br)cc2)oc1N1CCCCCC1,11,23,24,18,3,6,21,9
CCn1cc(Br)c(C(=O)Nc2sc3c(c2C(N)=O)CCCC3)n1,14,-5,-18,0,1,12,-43,-21
CCOC(=O)Cc1csc(NC(=O)c2csc3c2CCCC3)n1,4,17,6,14,-1,15,-9,3
O=C(CC(c1ccccc1)c1ccccc1)NCC1CCCO1 (centres undefined),-5,11,12,2,-7,-15,-10,-2
COc1ccccc1NC(=O)C(C)N1C(=O)c2ccccc2C1=O (centres undefined),-7,-14,1,19,2,-31,-8,2

(cont.)
SMILES,UBC13 inh,APJ antag,EBI2 antag,CCR6 antag,CXCR6 block,697 NFkB inh,Jurkat NFkB inh,Gli-Sufu antag
O=C(NC12CC3CC(CC(C3)C1)C2)c1cc(F)c(F)c(F)c1F,-10,-1,-4,21,-2,-9,-23,0
CC1(C)C(=O)C2(CCCCC2)C(=O)OC1c1cccs1 (centres undefined),-12,-20,0,-22,2,-12,-8,-15
Cc1onc(-c2ccccc2)c1C(=O)N/N=C/c1c(F)cccc1Cl,-4,4,-17,19,-1,-2,-2,-1
COC(=O)C1C(=O)C2=C(CC1C)NC(C)=C(C(=O)OC(C)C)C2c1ccc(C)o1 (centres undefined),1,0,-9,-4,-4,-3,-9,-5
Cc1cc(C=O)c(C)n1-c1ccc(N2CCCCC2)c([N+](=O)[O-])c1,-2,-4,-6,7,-2,-6,24,5
O=C(Cc1cccs1)N[C@@H]1c2ccccc2CC[C@H]1OCc1ccccc1,x,x,-2,21,-1,6,x,-1
O=C(C1=C[C@@H](c2ccccc2)C[C@@H](OCc2ccc(CO)cc2)O1)N1CCOCC1,4,-5,-10,-2,2,6,0,1
Cc1cccc(C2CC(c3ccccc3)Nc3ncnn32)c1 (centres undefined),5,-16,6,12,4,5,30,-4
COc1ccc(C(=O)NCC(=O)N/N=C/c2ccc(C)o2)cc1OC,-5,6,4,3,-9,10,2,-10
CC(=O)c1ccc(NS(=O)(=O)c2cc3c(cc2C)N(C(C)=O)CCO3)cc1,2,5,6,3,4,27,3,-12
CN(Cc1ccccc1F)Cc1cc(=O)oc2cc(O)c(Cl)cc12,2,-37,-10,-11,3,-2,-4,8
CN1C(c2ccc(F)cc2)=CS/C1=C(/C#N)c1nnc(N2CCOCC2)n1-c1ccccc1,6,18,-4,8,5,18,4,24
O=C(O)C1C2CCC(C2)C1C(=O)Nc1cccc([N+](=O)[O-])c1 (centres undefined),x,x,-5,7,-4,x,x,6
CSCCC(NC(=O)/C(=C/c1ccco1)NC(=O)c1ccco1)C(=O)O (centres undefined),-2,9,-6,1,0,-2,-26,-38
O=C(CCN1C(=O)C2C3C=CC(C3)C2C1=O)NC1CCCCC1 (centres undefined),3,4,-12,3,-5,-12,-10,4
O=C(/C(=C/c1ccccc1)c1ccccc1)N1CCCCC1,7,6,2,-19,1,13,12,-2
CCc1ccc2c(c1)[C@H]1OCC[C@H]1[C@@H](c1cccs1)N2,4,10,-9,20,-24,-42,25,16
COC(=O)COc1ccc(S(=O)(=O)Nc2ccccc2SC)cc1,-3,-4,-10,-5,1,-4,10,-15
COc1cc2cc(NC(C)=O)cc(NCc3ccccc3)c2cc1OC,-30,-54,1,-16,-6,6,16,0
Cc1cnc(-c2nnc(N(C)C(=O)C3CCOC3)s2)cn1 (centres undefined),1,21,-5,5,6,-4,-14,-5
O=C(NCc1nc(-c2ccc(Cl)cc2)no1)c1ccc2c(c1)OCO2,5,-5,-4,-7,5,15,12,6
CCOC(=O)C1CCN(C(=O)CN(c2ccc(Oc3ccccc3)cc2)S(C)(=O)=O)CC1,7,0,-10,7,3,1,8,-3
O=C(Nc1ccc(N2CCCC2)cc1)C(c1ccccc1)c1ccccc1,8,12,2,17,10,8,4,-26
COCC1CCCC1OS(N)(=O)=O (centres undefined),-1,-11,-9,5,9,-54,-14,-9
O=C(O)c1ccc(OCC(O)Cn2c3ccccc3c3ccccc32)cc1 (centres undefined),4,5,-17,8,6,-6,0,11

Whole records, quoted from the list. Values in the order: UBC13 inh	APJ antag	EBI2 antag	CCR6 antag	CXCR6 block	697 NFkB inh	Jurkat NFkB inh	Gli-Sufu antag
Cn1c(=O)c2c(nc(CN3CCc4ccccc4C3)n2Cc2cccc(Cl)c2)n(C)c1=O is listed as -3	23	7	14	7	11	11	16
O=C(CNC(=O)c1ccccc1F)NCc1ccncc1 is listed as 8	8	-11	-1	2	5	5	-1
Cc1noc(C)c1CSCC(=O)N1CCN(c2ccc([N+](=O)[O-])cc2)CC1 is listed as -1	3	-2	18	1	-9	9	7

(listing goes on)
SMILES,UBC13 inh,APJ antag,EBI2 antag,CCR6 antag,CXCR6 block,697 NFkB inh,Jurkat NFkB inh,Gli-Sufu antag
Cc1ccccc1C(=O)NNC(=O)c1ccncc1,-7,-9,-11,8,-8,5,-2,-16
COc1ccc(NC(=S)N(CCC(C)C)C2CCN(C(C)C)CC2)cc1Cl,8,10,8,7,2,15,-31,-4
COc1cc(CNCc2ccco2)ccc1OCc1ccccc1,-3,4,-3,-9,-11,-51,-39,-6
O=C(C(=O)N1CCN(c2ccccc2)CC1)c1cn(CC(=O)N2CCCCCC2)c2ccccc12,0,11,-2,8,1,12,16,13
Cc1cc(Cl)ccc1NNC(=O)c1snnc1C,2,14,-11,9,10,9,-2,5
O=C1CN(C(=O)N[C@@H](Cc2ccccc2)C(=O)N[C@H](C(=O)O)c2ccccc2)c2ccccc2N1,-2,7,-6,19,-6,6,4,-8
COC(=O)c1ccc(NC(=O)CSc2nc3ncccc3[nH]2)cc1,1,11,-5,3,-4,8,-1,-3
CS(=O)(=O)N(CC(=O)NCc1ccccn1)Cc1ccc(Cl)cc1,2,5,-2,-1,-4,7,-1,1
Cc1ccc(N(C(=O)CNC(=O)c2ccco2)C(C(=O)NC2CCCC2)c2cccnc2)cc1C (centres undefined),5,-4,5,10,-6,14,-1,0
CCOC(=O)C1=C(O)CSC1=Nc1ccc(Cl)cc1,-3,4,-4,-10,-4,17,3,-11
Cc1ccc(S(=O)(=O)Nc2ccc(N(C)C)cc2)cc1,-2,-30,-4,12,2,3,-13,9
